All columns: NCI-60 one-dose screen, growth in % after 48 h at 10 µM unless noted; 100 = growth as untreated, 0 = no growth, -100 = all killed.
HOP-62: HOP-62 NSCLC | 80,000 compounds, 3.9% hits
SR: SR leukemia cells; AID 1794780; 73,000 compounds, 8.7% hits
EKVX: EKVX NSCLC; 71,000 compounds, 3% hits; AID 1794765
HOP-92: HOP-92 NSCLC cells; 71,000 compounds, 6.3% hits; AID 1794738
RPMI-8226: RPMI-8226 leukemia cells. 77,000 compounds, 7.5% hits. AID 1794781
K-562: K-562 leukemia. 78,000 compounds, 7.4% hits
CCRF-CEM: CCRF-CEM leukemia; AID 1794778; 77,000 compounds, 7% hits
MOLT-4: MOLT-4 leukemia cells; 80,000 compounds, 6.9% hits; AID 1794779
Starred values were filed as active, the others as inactive; x = not tested or not shown. How the source made its calls: active means growth percent below 10; inactive means the rest.

SMILES	HOP-62	SR	EKVX	HOP-92	RPMI-8226	K-562	CCRF-CEM	MOLT-4
CN1c2ccccc2S(=O)(=O)n2nc(CSc3nc4ccccc4s3)nc21	84	87	101	93	79	104	96	79
CC(C)n1cnc2c(Nc3cccc(Cl)c3)nc(N[C@H]3CCCC[C@@H]3N)nc21	43	14	54	27	20	36	67	7.5*
N#CCCN(CCC#N)Cc1cc(-c2ccccc2)ccc1O	93	113	x	83	98	101	98	90
COc1ccc(C2C(C#N)=C(N)Oc3c2c(N)nn3-c2ccccc2)cc1 (stereo unspecified)	89	88	80	75	x	96	108	88
Cc1cc2nc3c4ccccc4n(CC[N+](C)(C)[O-])c3nc2cc1C	100	104	93	92	99	100	99	102
O=c1[nH]cnc2c1C(c1ccc(O)cc1)c1sc3c(F)cccc3c1O2 (stereo unspecified)	93	90	89	88	99	95	93	107
O=c1nc2n(nc1/C=C/c1ccco1)CC(c1ccc(Cl)cc1)=NN2	83	45	72	88	x	54	98	84
CC(C)(C)C(=O)/C=C/c1cccc(Oc2ccccc2)c1	x	78	91	83	94	86	72	92
COc1ccc(-c2c(C#N)c(N)n(Cc3nc4ccccc4[nH]3)c(=O)c2C#N)c(OC)c1	96	96	91	94	96	92	95	90
COc1ccc(Br)c([N+](=O)[O-])c1	100	110	x	95	99	111	102	107
O=C(CN1CCOCC1)Nc1cccc(-c2cc3ccccc3[nH]2)c1	95	91	83	94	79	x	90	73
Cn1c(=O)c2[nH]c(N/N=C/c3ccccc3Br)nc2n(C)c1=O	112	90	128	104	105	88	104	98
CCN(CC)Cc1cc(C(C)(C)C)cc(-c2ccccc2)c1O	106	110	91	83	100	98	107	108
CC(C)OC(=O)c1ccc2n1CCCc1cnc(NC3CCCCC3)nc1-2	x	72	82	85	62	49	80	84
CCOC(=O)C(CS(N)(=O)=O)NC(=O)OCc1ccccc1 (stereo unspecified)	96	88	99	x	95	97	103	91
Cc1ccc(/C=N/NC(=O)c2ccc(OCc3nc4ccc(Cl)cc4[nH]3)cc2)cc1	79	37	88	15	48	49	71	76
Cn1cc(-c2cc(N)n3nc(-c4cn(C)c5ccccc45)cc3n2)c2cc(F)ccc21	-65*	9.6*	-50*	-78*	-13*	0.1*	-9.4*	-14*
C[C@H]1[C@H]2C3=CC[C@@H]4[C@@]5(C)C/C(=C/c6cccnc6)C(=O)C(C)(C)[C@@H]5CC[C@@]4(C)[C@]3(C)CC[C@@]2(C(=O)N2CCOCC2)CC[C@@H]1C	84	36	66	63	23	21	47	30
CN(C)c1ccc(-c2nnc(Cn3c(Cc4cccc5ccccc45)nc4ccccc43)o2)cc1	92	x	x	70	99	89	94	85
Cc1ccc(-c2nc3ccccn3c2-c2nnc(-c3ccsc3C)o2)cc1	104	91	110	x	108	92	100	89
COc1ccc(/C=c2\c(=O)n(-c3ccccc3)c3nnc(CC#N)n23)cc1	100	101	100	100	100	89	98	101
O=C(/C=C/c1cccc2ccccc12)OCc1ccc2cc1OCC#C/C=C\C#CCO2	91	96	122	121	94	106	93	83
Cc1nc([N+](=O)[O-])c(Sc2nncc(-c3ccccc3)n2)n1C	95	x	80	93	63	90	45	66
CC1C(=O)C2=C(CCCC2)c2cn(Cc3ccccc3)c3cccc1c23 (stereo unspecified)	90	65	99	71	71	74	84	78
CC(C)N(CCC#N)C(N)=O	107	94	x	91	101	99	96	92
(further entries)
SMILES	HOP-62	SR	EKVX	HOP-92	RPMI-8226	K-562	CCRF-CEM	MOLT-4
CC(=O)c1c(C)[nH]c2c1c(-c1ccccn1)nc1ccccc12	96	82	92	108	107	90	91	108
CCOC(=O)CNC(=O)NCn1c(=O)[nH]c2ccccc2c1=O	108	x	103	111	98	x	95	x
O=C(CCc1nnc2sc(-c3cc(O)c(O)c(O)c3)nn12)c1nc2ccccc2[nH]1	105	50	97	69	87	8.3*	x	92
O=C(NCc1ccccc1)c1ccccc1C(=O)NCc1ccccc1	101	91	115	x	103	91	x	83
CCCC1(CO)NC(=O)NC1=O (stereo unspecified)	94	98	103	107	107	97	121	105
O=c1[nH]cc(NCCO)c(=O)[nH]1	97	99	99	90	94	102	90	100
CCN(CC)Cc1cc(Nc2c3ccc(Cl)cc3nc3c(C)cccc23)ccc1O	-75*	-19*	-40*	-63*	-15*	-31*	4.2*	-4.0*
COc1ccc(N2C(=O)c3cc(Cl)ccc3NC2SCc2ccccc2)cc1 (stereo unspecified)	102	103	92	92	107	89	92	85
Cc1ccc2[nH]cc(-c3nc(-c4cn(C)c5ncccc45)cs3)c2c1	105	x	59	75	63	59	59	53
CC(C)OC(=O)Nc1ccccc1F	99	115	99	83	100	124	94	112
COc1cc(C2CC(c3ccc(Nc4ccnc5cc(Cl)ccc45)cc3)=NN2C=O)cc(OC)c1OC (stereo unspecified)	84	x	77	-3.7*	21	26	58	43
Cn1cc(-c2nc(N)nnc2-c2ccccn2)c2ccccc21	102	108	88	86	95	102	102	101
CC1=C(C(N)=O)S(=O)(=O)c2ccccc21	86	113	92	99	88	103	92	x
C=CCNc1ccc2c3c(cccc13)C(=O)N(N1C(=O)c3cccc4cccc(c34)C1=O)C2=O	96	x	93	99	109	103	109	101
COc1cccc(-c2cc(-c3ccc(Nc4nc(Nc5ccc(Cl)cc5)nc(Nc5ccc(Cl)cc5)n4)cc3)nc(N)c2C#N)c1	95	-6.3*	34	-86*	-56*	41	5.1*	7.5*
COc1cccc(CN(c2ccccc2C(=O)O)S(=O)(=O)c2ccc(C)cc2)c1	100	120	115	114	103	98	98	98
COc1cc(-c2cnco2)ccc1OCc1c(C)c(COc2ccc(-c3cnco3)cc2OC)c(C)c(COc2ccc(-c3cnco3)cc2OC)c1C	104	95	88	111	87	102	103	98
CN1C(=O)CCC2(c3ccccc3)CC=C(O)C=C12 (stereo unspecified)	99	106	98	100	123	104	117	97
O=C1CC2CC=CCN2C=C1NC(=O)c1ccccc1 (stereo unspecified)	82	86	93	99	103	102	108	90
O=C(Nc1ncc(Cc2ccc(Cl)cc2Cl)s1)c1cc(Br)cs1	76	34	84	80	75	35	68	77
Cc1ncccc1CNc1nc2ccc(OC/C(=C\F)CN)cc2o1	98	109	88	99	98	86	100	97
CCOC(=O)c1c(N2CCCC2)[nH]c(=O)c(C=Nc2ccc(Cl)cc2)c1O	85	126	70	88	76	51	67	106
NC1=NC2(CCCC2)N(c2ccc(S(=O)(=O)Nc3ccccn3)cc2)C(N)=N1	99	106	106	99	107	103	103	104
O=S(=O)(NC1c2ccccc2C[C@H]1O)c1ccc(Cl)cc1Cl (stereo partly specified)	103	87	99	x	107	95	105	105
Cc1[nH]c2ccc(F)cc2c1CCNC(=O)C1CCN(C(=O)c2ccc3ccccc3c2)CC1	94	62	98	84	74	59	86	58
Remaining list, next part.
SMILES	HOP-62	SR	EKVX	HOP-92	RPMI-8226	K-562	CCRF-CEM	MOLT-4
CC(C)C(C(=O)NCCc1ccc(O)cc1)N1C(=O)/C(=C/c2ccc(Br)cc2)SC1=S (stereo unspecified)	101	98	94	80	102	85	100	91
CC(C)C1=C[C@@]23CC[C@H]4C(C)(C(=O)NCCCCCCN)CCC[C@]4(C)[C@H]2C[C@@H]1[C@H]1C(=O)CCC(=O)[C@H]13 (stereo partly specified)	98	90	92	86	91	96	107	90
COC(=O)c1c2c(c(C)[n+]([O-])c1C)C(=O)C=C(NCc1ccc(OC)cc1)C2=O	3.8*	-0.6*	-58*	-35*	-16*	0.8*	3.4*	-36*
COc1ccc(N(C)c2cc(C#N)nc3ccccc23)cc1/C=C/C(=O)NO	-48*	x	-55*	-12*	5.8*	4.1*	9.1*	-3.7*
CNc1ccccc1N	101	78	105	96	76	100	71	95
Cc1cc2occ(CC(=O)Nc3nnc(C4CC4)s3)c2cc1C	99	x	145	88	103	114	107	111
COc1ccc(/C=C/C(=O)c2cc(C(=O)/C=C/c3ccc(OC)cc3)n3cccc(C)c23)cc1	108	92	98	108	88	91	93	98
CN(C)CCNC(=O)OCCCCOc1cc(O)c2c(=O)cc(-c3ccccc3)oc2c1	2.1*	-29*	12	-43*	-9.4*	8.7*	-5.7*	-42*
COC(=O)c1ccc(C(C)(C)C)cc1	100	90	x	x	94	85	88	91
COc1ccc(Cc2cc(-c3ccccc3)n[nH]c2=O)cc1	100	x	115	61	101	x	49	x
OCc1cc(Br)ccc1O	125	95	104	99	101	95	x	80
O=c1[nH]cccc1[N+](=O)[O-]	91	111	97	95	112	100	87	98
CC(C)n1c2ccc(Br)cc2c2c3c(c4c5ccccc5ccc4c21)C(=O)N(O)C3=O	127	122	104	113	90	103	103	107
C=CCOC1=C(c2ccccc2)C(C2CC2)N(Cc2ccc(OC)cc2OC)C1=O (stereo unspecified)	95	88	91	69	78	87	101	96
COc1ccc(NC(=O)Cn2cnc3c(cc(-c4ccccc4)n3-c3ccccc3)c2=O)cc1	75	103	101	85	95	92	91	102
CC(C)=CC1C(COC(=O)c2ccccc2)C1(C)C (stereo unspecified)	96	105	104	83	102	98	104	102
CCSC1=NCCS1	106	85	117	x	90	x	103	88
N=c1sc2ccccc2n1CC(=O)O	89	106	104	82	94	108	86	117
Cc1ccc(-c2nc3ccc(Cl)cc3c(=O)n2N2C(=O)CSC2c2ccccc2Cl)cc1 (stereo unspecified)	2.5*	81	60	-4.8*	80	93	75	83
CSc1nc(O)c(Nc2ccc(Cl)cc2)c(=O)[nH]1	101	74	96	x	x	57	x	87
CN1C(C(=O)Nc2ccc(Cl)cc2Cl)=C(O)c2ccccc2S1(=O)=O	89	x	104	91	101	95	100	96
CC(C)(C)Nc1nc2ccc(OC/C(=C/F)CN)cc2o1	104	107	100	103	101	98	100	103
Cc1cc(-c2ccc(N(C)C)cc2)c2sc(=O)[nH]c2n1	70	40	77	85	71	24	60	63
COc1ccc(Nc2nnc(-c3ccc(OC)cc3)o2)cc1	94	98	94	101	105	99	105	102
CC1(C)CC[C@]2(C(=O)N3CCNCC3)CC[C@]3(C)C(=CC[C@@H]4[C@@]5(C)C/C(=C/c6ccncc6)C(=O)C(C)(C)[C@@H]5CC[C@]43C)[C@@H]2C1	109	103	99	104	113	99	x	98

Taken from the listing (14 entries):
SMILES	HOP-62	SR	EKVX	HOP-92	RPMI-8226	K-562	CCRF-CEM	MOLT-4
COc1ccc(Cc2cc(-c3ccccc3)n[nH]c2=O)cc1	100	x	115	61	101	x	49	x
OCc1cc(Br)ccc1O	125	95	104	99	101	95	x	80
O=c1[nH]cccc1[N+](=O)[O-]	91	111	97	95	112	100	87	98
CC(C)n1c2ccc(Br)cc2c2c3c(c4c5ccccc5ccc4c21)C(=O)N(O)C3=O	127	122	104	113	90	103	103	107
C=CCOC1=C(c2ccccc2)C(C2CC2)N(Cc2ccc(OC)cc2OC)C1=O (stereo unspecified)	95	88	91	69	78	87	101	96
COc1ccc(NC(=O)Cn2cnc3c(cc(-c4ccccc4)n3-c3ccccc3)c2=O)cc1	75	103	101	85	95	92	91	102
CC(C)=CC1C(COC(=O)c2ccccc2)C1(C)C (stereo unspecified)	96	105	104	83	102	98	104	102
CCSC1=NCCS1	106	85	117	x	90	x	103	88
N=c1sc2ccccc2n1CC(=O)O	89	106	104	82	94	108	86	117
Cc1ccc(-c2nc3ccc(Cl)cc3c(=O)n2N2C(=O)CSC2c2ccccc2Cl)cc1 (stereo unspecified)	2.5*	81	60	-4.8*	80	93	75	83
CSc1nc(O)c(Nc2ccc(Cl)cc2)c(=O)[nH]1	101	74	96	x	x	57	x	87
CN1C(C(=O)Nc2ccc(Cl)cc2Cl)=C(O)c2ccccc2S1(=O)=O	89	x	104	91	101	95	100	96
CC(C)(C)Nc1nc2ccc(OC/C(=C/F)CN)cc2o1	104	107	100	103	101	98	100	103
Cc1cc(-c2ccc(N(C)C)cc2)c2sc(=O)[nH]c2n1	70	40	77	85	71	24	60	63

(next part)
SMILES	HOP-62	SR	EKVX	HOP-92	RPMI-8226	K-562	CCRF-CEM	MOLT-4
CCCC(C)N (stereo unspecified)	95	107	109	x	131	122	73	116
Cc1ccccc1OC1=C(C#N)C(=N)N2C(=NN1)Sc1c(C)ccc(C)c12	101	104	91	84	102	107	104	104
COc1cccc(NC(=O)Nc2ccc(Nc3ncnc4sc5c(c34)CCNC5)cc2)c1	69	79	107	93	103	112	94	97
N#CC1=C(N)Oc2cc(O)ccc2C1c1cccs1 (stereo unspecified)	91	x	x	80	80	76	86	79
O=c1[nH]c(=O)c2[nH]c(=O)[nH]c2[nH]1	105	114	89	90	101	135	114	113
NC(=O)NC(=O)c1nccnc1C(=O)O	106	124	103	101	96	120	104	121
CC(C(=O)c1ccccc1)C(O)c1ccccn1 (stereo unspecified)	95	89	98	90	95	65	77	57
COc1cccc(C2C3=C(COC3=O)N(CCO)c3cc(OC)ccc32)c1 (stereo unspecified)	30	22	40	x	21	17	15	19
CCOC(=O)c1c(Nc2ccccc2)nn(CC(O)c2ccccc2)c1N (stereo unspecified)	96	89	91	88	103	95	100	88
CCOC(=O)Cn1c(-c2ccc(C)cc2)nc2cc3nc4ccccc4nc3cc21	106	85	106	76	101	86	107	90
C[n+]1cccc(C(N)=O)c1	97	108	110	102	99	107	67	102
COCCCNc1nc2ccccc2c2c(=O)c3cc(Cl)ccc3sc12	92	64	88	84	74	73	91	80
COc1ccc(C/C(C)=C(/c2ccc(OCCN3CCOCC3)cc2)c2ccc(OC(=O)NCc3ccccc3)cc2)cc1	102	79	90	91	85	68	80	63
COc1cc(NS(C)(=O)=O)ccc1N	107	88	x	x	111	98	99	103
